# Assay outcomes as filed in PubChem.
# PME-1 inh = PME-1 (human) inhibition. AID 2130. 320,000 tested, 0.53% active. inhibition, % at 5.9 µM. recombinant PME-1, FP-Rh probe fluorescence polarization;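 active means inhibition above the campaign mean of all compounds plus 3 SD, cut at about 26% in these data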;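 further: competitive labeling of PME-1 active site by serine hydrolase directed probe; 0% = PME-1 with DMSO and 100% = wells lacking PME-1 enzyme; inhibitors block probe labeling so polarization falls and inhibition rises; many of its hits are not listed in these tables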
# Target sequence (Q9Y570 whole entry, looked up): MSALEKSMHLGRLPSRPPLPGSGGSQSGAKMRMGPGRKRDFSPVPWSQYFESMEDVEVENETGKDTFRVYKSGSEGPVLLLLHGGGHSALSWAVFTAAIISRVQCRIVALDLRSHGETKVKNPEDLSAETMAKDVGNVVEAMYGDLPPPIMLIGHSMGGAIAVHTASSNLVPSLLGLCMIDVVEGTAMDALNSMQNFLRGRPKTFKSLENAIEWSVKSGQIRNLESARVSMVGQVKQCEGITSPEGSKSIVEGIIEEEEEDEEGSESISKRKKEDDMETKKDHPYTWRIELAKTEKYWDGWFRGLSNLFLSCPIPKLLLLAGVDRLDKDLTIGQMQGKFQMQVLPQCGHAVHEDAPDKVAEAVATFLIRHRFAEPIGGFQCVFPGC
# PAFAH1B2 FP inh = blocks human PAF acetylhydrolase 1b catalytic subunit 2; P68402; recombinant PAFAH1B2, FP-rhodamine activity probe, fluorescence polarization; inhibition, % at 3.39 µM; 340,000 tested, 1.2% active; AID 492953;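 active means inhibition above the mean of all tested compounds plus 3 SD, cut at about 24% in these data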;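 further: 0% = enzyme with DMSO and 100% = wells lacking PAFAH1B2; many of its hits are not listed in these tables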
# Target sequence (P68402 whole entry, looked up): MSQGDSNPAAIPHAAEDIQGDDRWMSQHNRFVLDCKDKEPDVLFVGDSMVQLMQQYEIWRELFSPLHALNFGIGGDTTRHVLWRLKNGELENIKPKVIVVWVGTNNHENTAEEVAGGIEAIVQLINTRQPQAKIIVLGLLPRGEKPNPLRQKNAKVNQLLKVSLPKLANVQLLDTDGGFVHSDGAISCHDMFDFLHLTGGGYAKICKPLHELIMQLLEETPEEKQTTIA
# MEX-5 binding = C. elegans MEX-5 TCR-2 RNA binding activity; Q9XUB2; MEX-5/FITC-TCR2 RNA binding, fluorescence polarization; hits give low values; activity score (negative = inhibition of binding), % at 10 µM; 300,000 tested, 0.38% active;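 active means inhibition past about -25% in most replicates, and total fluorescence under double the plate's negative control median, limit read from the data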;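 further: 0% = DMSO and -100% = 5 µM competing unlabeled TCR2 RNA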
# Target sequence (Q9XUB2 whole entry, looked up): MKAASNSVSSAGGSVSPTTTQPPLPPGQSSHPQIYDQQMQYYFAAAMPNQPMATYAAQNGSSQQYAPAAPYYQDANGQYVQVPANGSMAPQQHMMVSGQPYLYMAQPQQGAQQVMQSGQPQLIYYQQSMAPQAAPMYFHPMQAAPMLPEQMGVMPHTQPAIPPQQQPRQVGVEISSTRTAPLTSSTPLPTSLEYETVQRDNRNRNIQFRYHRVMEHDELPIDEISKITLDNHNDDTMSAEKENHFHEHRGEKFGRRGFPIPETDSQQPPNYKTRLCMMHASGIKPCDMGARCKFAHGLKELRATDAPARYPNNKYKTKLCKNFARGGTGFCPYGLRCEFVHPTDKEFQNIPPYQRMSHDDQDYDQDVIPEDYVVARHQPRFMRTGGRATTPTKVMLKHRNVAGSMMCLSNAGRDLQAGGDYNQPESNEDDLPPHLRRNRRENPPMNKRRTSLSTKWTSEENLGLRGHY
# AHR act = activates the human aryl hydrocarbon receptor; 320,000 tested, 2.5% active; P35869; activation, % at 5 µM; AHR-responsive luciferase reporter cells, luminescence; in the data active means activation above about 47%;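 further: 0% = vehicle wells and 100% = reference agonist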
# Fam108B counter = Fam108B inhibition, counter-screen for RBBP9 inhibitors. recombinant Fam108B, FP-Rh probe fluorescence polarization. inhibition, % at 9.51 µM. 300,000 tested, 0.33% active;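 active means inhibition above the screen mean inhibition plus 3 SD, computed separately per campaign, cut at about 18% in these data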;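 further: inhibitors lower polarization as less probe binds the enzyme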
# MCL1 BIM primary = inhibitors of human MCL1 binding to BIM-BH3 peptide; GST-MCL1 / FITC-Bim-BH3 fluorescence polarization; inhibition, % at 10.9 µM; AID 2057; Q07820; 320,000 tested, 0.68% active;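 active means inhibition above the mean inhibition of all tested compounds plus 3 SD, set per campaign, cut at about 40% in these data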;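 further: 0% = DMSO wells and 100% = unlabeled Bim-BH3 peptide control; higher means more loss of mP so more displacement of Bim peptide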
# pPAFAH FP inh = pPAFAH (human) enzyme inhibition; recombinant pPAFAH, FP-rhodamine probe fluorescence polarization; 330,000 tested, 1.5% active; AID 463082; inhibition, % at 3.39 µM;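 active means inhibition above the mean inhibition across the screen plus 3 SD, cut at about 25% in these data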;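 further: inhibitors block binding of the rhodamine activity-based probe so polarization drops; 0% = enzyme with DMSO and 100% = wells lacking pPAFAH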
# GLD-1 RNA inh = GLD-1-TGE RNA interaction inhibition (C. elegans). AID 2280. 320,000 tested, 0.44% active. purified GLD-1 + fluorescein TGE RNA, fluorescence polarization. Q17339. inhibition, % at 5.96 µM;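 active means percent inhibition above a per-plate cutoff, the plate mean of test compounds plus 3 SD, cut at about 30% in these data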;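 further: 0% = DMSO wells with GLD-1 and probe and 100% = wells lacking GLD-1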
# Bcl-xL primary = inhibitors of human Bcl-xL. 320,000 tested, 0.7% active. GST-Bcl-xL / FITC-Bim BH3 peptide fluorescence polarization. inhibition, % at 10.9 µM;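 active means inhibition above the mean of all tested compounds plus 3 SD, cutoff set per campaign, cut at about 30% in these data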;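 further: 0% = DMSO wells and 100% = unlabeled Bim-BH3 peptide competitor; inhibitors lower millipolarization by displacing the labeled peptide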
# Starred values were filed as active, the others as inactive; · = not tested or not shown. A portion of the library; the hit share may differ from the screen's.
SMILES,PME-1 inh,PAFAH1B2 FP inh,MEX-5 binding,AHR act,Fam108B counter,MCL1 BIM primary,pPAFAH FP inh,GLD-1 RNA inh,Bcl-xL primary
O=C(Oc1nsnc1N1CCOCC1)N1CCOCC1,-3,5,-1.2,0,-1,10,85*,-1,8
O=C(c1ccc(F)cc1)N1CCN(c2cc(=O)[nH]nc2-c2ccccc2)CC1,-4,5,-1.4,6,-11,-17,-7,-5,-14
CC(=O)c1cc(CN2CCN(CC=C(C)C)C(CCO)C2)cs1 (stereo not given),-5,3,3.0,0,-6,-3,-4,2,1
Cc1cc(C)nc(N2CCC(C(=O)NCCc3ccccc3)CC2)n1,-4,9,1.4,0,-1,3,1,-5,1
Cc1cc(C)c2nc(SCC#N)cc(C)c2c1,-8,0,2.5,3,-1,1,3,-5,0
CCCS(=O)(=O)Nc1c(C(=O)O)[nH]c2ccc(OC)cc12,3,4,-4.0,9,3,7,6,8,0
O=C1COc2ccc(C(=O)COC(=O)c3ccccc3[N+](=O)[O-])cc2N1,2,-1,-4.7,4,3,-1,5,-1,1
S=C(Nc1ccccc1)N1CCN(C(=S)Nc2ccccc2)CC1,3,·,-0.9,0,-6,9,-2,0,4
Cc1ccc(C)c2[nH]c(=O)c(CCNC(=O)CC(C)(C)C)cc12,4,-1,-2.3,-3,1,7,3,6,2
CCn1c(SCC(=O)Nc2cc(C)on2)nnc1-c1cccc(C)c1,-3,3,2.1,0,-1,-9,7,5,2
O=C(c1ccccc1)N1CCN(C2CCCCC2)CC1,1,3,-1.3,0,-1,3,-2,7,5
Cc1noc(C)c1COC(=O)CCCc1c[nH]c2ccccc12,-2,2,0.0,17,-4,6,9,0,7
O=C1c2ccc(-c3ccc4c(c3)C(=O)N(CCCO)C4=O)cc2C(=O)N1CCCO,6,11,-2.1,2,1,4,1,-3,6
Cc1ccc(NC(=O)c2cncc(Br)c2)c(O)c1,-3,0,1.4,46,2,-3,4,1,4
Oc1ccc(C=Nc2ccccc2-c2nc3ccccc3[nH]2)cc1,4,7,-1.4,74*,8,7,6,1,7
CN(C)c1ccc(CN(C(=O)/C=C/c2ccco2)C2CCS(=O)(=O)C2)cc1 (stereo not given),-4,·,1.4,1,-1,4,-6,2,4
O=C(Nc1ccc(Cl)cc1)[C@@H]1[C@@H]2C(=O)N(c3ccc(Cl)cc3Cl)C(=O)[C@@H]2[C@H]2C=CC=NN21,5,·,1.0,30,2,12,22,8,13
COc1cccc(C2=NOC(C(=O)Nc3c(C)n(C)n(-c4ccccc4)c3=O)C2)c1 (stereo not given),1,4,-1.7,-2,-3,-2,-1,-2,0
CC(=O)NC1(C(=O)O)CCCC1,2,1,-2.2,1,-3,1,0,10,3
CC(C)c1ccc(NS(=O)(=O)c2ccc3[nH]cc(C(=O)N4CCC(C(N)=O)CC4)c(=O)c3c2)cc1,-2,2,-4.0,3,-2,5,70*,-1,4
Cc1cccc(NC(=O)Nc2c(C)n(C)n(-c3ccccc3)c2=O)c1,0,5,-1.9,3,0,-3,-4,-1,4
Cc1ccc(S(=O)(=O)NCc2ccccc2)cc1C(=O)N(C)CC(=O)Nc1c(Cl)cccc1Cl,2,11,2.6,1,6,-1,3,3,4
CC(Cl)C(=O)c1c(N)n(C)c(=O)n(C)c1=O (stereo not given),-6,-2,1.9,2,4,-1,-2,0,-2
O=C(O)CCc1[nH]c2ccccc2c1Sc1ccccc1,3,10,-2.2,2,-2,4,10,3,0
COc1cc2c(C#N)c(N3CCCCC3)nc(N)c2c(N)n1,16,10,-4.1,11,8,0,15,-1,11
Cc1ccc(C)c(N2CCN(C(=O)Cn3ncc4c([nH]c5ccc(C)cc54)c3=O)CC2)c1,-3,2,-0.1,1,-1,5,6,-5,6
COCc1cc(C)nc(OCC(=O)N/N=C/c2ccc(C)cc2)c1C#N,6,6,-3.1,-4,0,11,0,2,4
Cc1cc(C)nc(CC(N)=O)n1,-1,-1,0.2,1,3,4,3,2,6
Cc1ccc(O)c(C(CC(=O)NCc2cccnc2)c2ccccc2)c1 (stereo not given),5,8,-0.4,2,0,4,4,9,5
C#CCSc1nc2ccccc2n1C(=O)c1ccc(S(=O)(=O)N2CCCCC2)cc1,6,0,·,3,-4,8,4,7,5
CSc1nsc(SC)c1C(=O)O,-6,2,-2.9,0,-1,0,4,3,-3
COc1ccccc1NC(=O)CN(Cc1ccco1)C(=O)c1ccc(Cl)nc1,0,-1,3.4,85*,8,3,2,-2,-1
COc1cc(C(=O)Nc2nc(-c3cc(C)ccc3C)c(C)s2)ccc1OCC(=O)Nc1ccc(F)cc1,-10,0,-1.6,-1,-6,-4,-2,0,1
Cc1cc(C)n(-c2nc(C)nc3sc4c(c23)CCC(C)C4)n1 (stereo not given),4,2,1.4,1,-1,2,6,1,4
CCC(=O)Oc1ccc(C(=O)Nc2c[nH]c(=O)[nH]c2=O)cc1,-4,2,0.7,10,3,6,-1,3,1
O=C(COC(=O)c1cc(NS(=O)(=O)c2cccs2)ccc1O)Nc1cc(Cl)ccc1Cl,-25,-3,-0.6,0,-23,11,3,4,3
Cc1cccc(C(=O)Nc2nnc(S(=O)(=O)N3CCCCCC3)s2)c1,-3,-4,1.0,6,1,4,-1,-3,0
COC(=O)c1ccc(CNC(=O)CSc2nc3ccccc3[nH]2)cc1,-3,4,0.8,-1,-1,1,4,9,-4
CCN(CC)S(=O)(=O)c1ccc(NC(=O)c2cccs2)cc1,-2,3,-0.2,-1,4,1,2,8,3
Cc1ccc(S(=O)(=O)NC(CC(C)C)C(=O)N2CCOCCOCCOCC2)cc1 (stereo not given),-4,7,-2.6,-1,0,-1,-1,1,-1
COc1ccc(OC)c(-n2c(-c3ccc(O)cc3O)n[nH]c2=S)c1,-5,-1,-13,0,4,8,7,3,8
O=C(Nc1ccc(F)cc1)N1CCOCC1,3,4,0.3,-4,-5,-5,0,-6,-3
COc1ccccc1N1CCN(C(=O)c2ccccc2Oc2ccccc2)CC1,-3,1,2.4,2,1,-2,4,3,0
O=C(CNC(=O)c1cccc([N+](=O)[O-])c1)NC1CCCc2ccccc21 (stereo not given),6,-6,·,8,·,1,-2,-1,3
CCOc1ccccc1C(=O)NCC(=O)Nc1ccc2c(c1)OCO2,2,2,·,83*,·,0,2,3,2

# Some entries already given, reduced to Bcl-xL primary.
canonical_smiles	Bcl-xL primary
O=C(CNC(=O)c1cccc([N+](=O)[O-])c1)NC1CCCc2ccccc21 (stereo not given)	3
CCOc1ccccc1C(=O)NCC(=O)Nc1ccc2c(c1)OCO2	2

# As a working copy, two of the compounds above:
SMILES,PME-1 inh,PAFAH1B2 FP inh,MEX-5 binding,AHR act,Fam108B counter,MCL1 BIM primary,pPAFAH FP inh,GLD-1 RNA inh,Bcl-xL primary
Cc1cc(C)n(-c2nc(C)nc3sc4c(c23)CCC(C)C4)n1 (stereo not given),4,2,1.4,1,-1,2,6,1,4
CCC(=O)Oc1ccc(C(=O)Nc2c[nH]c(=O)[nH]c2=O)cc1,-4,2,0.7,10,3,6,-1,3,1

# More records:
SMILES,PME-1 inh,PAFAH1B2 FP inh,MEX-5 binding,AHR act,Fam108B counter,MCL1 BIM primary,pPAFAH FP inh,GLD-1 RNA inh,Bcl-xL primary
CCOc1ccc(S(=O)(=O)N2CCN(C(=O)C3CC3C)CC2)cc1 (stereo not given),·,1,·,-1,·,·,-2,3,·
CC(C)OC(=O)c1sc2nc(-c3ccccc3)ccc2c1N,7,3,-1.7,-9,7,6,6,3,5
Cc1csc(NC(=O)C2CCCN(S(=O)(=O)c3ccc4c(c3)oc(=O)n4C)C2)n1 (stereo not given),-1,-1,1.0,1,3,-1,-11,3,5
Cc1cc(OC(C)C(=O)NCc2ccncc2)c2c(C)c(C)c(=O)oc2c1 (stereo not given),2,-3,-4.7,8,-4,8,-5,-5,4
Cn1cc(S(=O)(=O)N2CCN(C(=O)c3ccco3)CC2)c(=O)n(C)c1=O,-7,4,0.0,1,1,-2,0,0,3
CC(=O)c1c(C)[nH]c(C(=O)OCc2c(F)cccc2Cl)c1C,-5,1,-0.6,-3,-9,-15,16,4,-7
O=C(Nc1ccc(F)cc1F)c1cccc(C(=O)Nc2ccc(F)cc2F)n1,3,-3,-1.6,6,-4,-1,3,2,2
COC(=O)C(C)(C(=O)OC)c1ccc(C(F)(F)F)cc1[N+](=O)[O-],3,3,0.8,1,-4,-2,-1,-4,-2
COc1cccc(NC(=O)CC(=O)c2ccccc2)c1,-4,-3,2.6,7,-2,-5,-22,-2,0
CC(CCc1ccccc1)NCc1cccc2ccccc12 (stereo not given),2,0,-3.5,1,2,2,1,5,3
COc1cccc(/C=N/Nc2ncccc2[N+](=O)[O-])c1OC,-4,0,0.7,15,-1,7,5,-5,5
CCOC(=O)CC1C(=O)NCCN1Cc1cccs1 (stereo not given),-4,2,-0.6,-3,-2,1,9,0,0
COC(=O)C1CN(C(=O)COc2cccc(C)c2C)c2ccccc2O1 (stereo not given),0,3,-1.5,18,3,1,1,3,2
C/C(=N\NC(=O)C(C)n1nc(C)c([N+](=O)[O-])c1C)c1ccccc1O (stereo not given),7,0,0.3,5,3,7,2,5,0
CCCCNc1c(-c2ccc(-c3ccc(C(C)=O)cc3)c(OC)c2)nc2cc(C)ccn12,·,7,·,-1,·,·,19,1,·
C[C@H]1CC[C@H]2C(=O)N[C@H](Cc3ccccc3)C(=O)N2[C@@H]1c1ccccc1,4,·,·,0,-1,4,3,7,5
OC/C(Br)=C(\Br)CO,0,2,·,-2,·,2,0,3,5
C=CC[C@@H](CC(=O)N(CCO)Cc1ccccc1)C(=O)NC[C@@H](OC(=O)[C@@H](CC=C)Cc1ccc(F)cc1)c1ccccc1,·,-1,·,-1,·,·,10,7,·
CCCCn1c(=O)[nH]c(=O)c2c1nc(-c1cc3c(cc1Br)OCO3)n2C,0,4,-0.3,3,-2,-5,1,-7,-4
CCOC(=O)c1cccc(NC(=O)/C=C/c2ccc([N+](=O)[O-])cc2)c1,-5,4,-1.9,-10,1,6,5,3,1
Cc1ccc(-c2nn(-c3ccc(F)cc3)cc2C(=O)NCC2CCCO2)cc1 (stereo not given),-1,6,3.1,8,-2,-1,-1,8,3
CS(=O)(=O)Nc1ccc(Br)cc1C(=O)c1ccccc1,3,9,-1.3,-1,7,-2,4,-4,0
O=C(NCCN1CCOCC1)C(=O)NCC1OCCN1S(=O)(=O)c1cc(F)ccc1F (stereo not given),3,0,2.1,2,1,4,13,-3,7
CC(=O)c1cccc(NC(=O)c2ccc(C(=O)Nc3cccc(C(C)=O)c3)nc2)c1,9,2,-5.1,1,2,-2,-9,8,-1
FC(F)(F)c1cccc(OCc2noc(-c3ccsc3)n2)c1,0,-3,1.0,-2,-1,3,8,7,1
COc1ccccc1NC(=O)c1cc(-c2ccc(C)o2)nc2ccccc12,-1,2,1.0,72*,-3,11,2,0,6
CCC(C)(C)NC(=O)C(C(C)C)N(CC1CCCO1)C(=O)CNS(=O)(=O)c1ccc(F)cc1 (stereo not given),-1,5,4.1,-1,1,4,7,-4,2
CCOC(=O)N1CCC(N(CCN(C)C)C(=S)Nc2ccccc2C)CC1,-3,-2,1.9,-2,1,15,1,2,8
CC(=O)c1ccc(NC(=S)Nc2cccc3ccccc23)cc1,6,2,0.3,99*,3,6,-2,0,4
CC(=O)Nc1ccc(S(=O)(=O)NCc2ccc(C)cc2)cc1,-4,0,1.7,3,6,-4,10,-7,-4
CNS(=O)(=O)c1cnccc1N1CCN(c2cccc(C(F)(F)F)c2)CC1,4,4,1.7,10,6,7,8,1,7
COCCNCC(=O)N1CCCCCC1,-8,2,0.9,-1,2,2,-1,9,6
